ROC1-CUL1 inh = inhibitors of human ROC1-CUL1 ubiquitin ligase activity | P62877+Q13616 | in vitro K48 di-Ub FRET, acceptor:donor ratio, 45 min | inhibition, % at 10 µM | 140,000 compounds, 0.6% hits | AID 1347404; in the data active = inhibition above about 25%
Target sequence (P62877 whole entry, looked up): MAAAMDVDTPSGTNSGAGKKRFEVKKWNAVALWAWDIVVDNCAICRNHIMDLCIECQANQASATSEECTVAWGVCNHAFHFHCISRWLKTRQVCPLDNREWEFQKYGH
Target sequence (Q13616 whole entry, looked up): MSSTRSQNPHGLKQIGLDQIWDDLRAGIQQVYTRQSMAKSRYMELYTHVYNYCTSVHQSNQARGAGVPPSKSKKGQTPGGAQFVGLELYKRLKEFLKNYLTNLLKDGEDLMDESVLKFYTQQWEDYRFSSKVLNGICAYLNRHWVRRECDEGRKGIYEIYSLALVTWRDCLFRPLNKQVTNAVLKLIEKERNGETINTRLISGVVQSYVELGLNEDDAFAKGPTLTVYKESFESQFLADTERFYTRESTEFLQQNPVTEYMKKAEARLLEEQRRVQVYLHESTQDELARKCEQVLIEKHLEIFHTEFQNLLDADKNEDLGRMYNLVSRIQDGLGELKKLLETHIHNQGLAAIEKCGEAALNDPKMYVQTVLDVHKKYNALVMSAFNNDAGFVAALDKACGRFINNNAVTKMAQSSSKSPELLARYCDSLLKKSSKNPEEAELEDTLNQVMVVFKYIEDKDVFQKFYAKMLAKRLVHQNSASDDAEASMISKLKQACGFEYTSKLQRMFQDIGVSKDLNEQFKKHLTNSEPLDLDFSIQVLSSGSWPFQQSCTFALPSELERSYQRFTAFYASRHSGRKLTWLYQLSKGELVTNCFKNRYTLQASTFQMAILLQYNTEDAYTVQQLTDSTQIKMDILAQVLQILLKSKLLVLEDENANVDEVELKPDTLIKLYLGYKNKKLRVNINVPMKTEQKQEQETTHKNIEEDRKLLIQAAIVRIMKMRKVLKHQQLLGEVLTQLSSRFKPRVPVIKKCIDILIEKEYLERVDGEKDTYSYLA
Starred values were filed as active, the others as inactive; & = joins results of further samples. Some of the compounds tested (hit frequency here may not be typical).

Molecule	ROC1-CUL1 inh
Cc1cccc(-n2ncc3c2CCCC3NCc2cn(CC(N)=O)c3ccccc23)c1C (stereo not given)	3
O=C(NNc1cccc(Cl)n1)Nc1cccc(Cl)c1	5
Clc1ccccc1-c1cc2ccccc2o1	1
CN(C)c1ccc(-c2nc3cc4c(cc3n2-c2cc(C(C)(C)C)c(O)c(C(C)(C)C)c2)OCCO4)cc1	-9
CCc1cccc(C)c1NC(=O)C1CCN(S(=O)(=O)c2c(C)noc2/C=C/c2c(C)cc(C)cc2C)CC1	-2
COc1cccc(CN2CCCC2C(=O)Nc2ccc(-c3cscn3)cc2)c1 (stereo not given)	5
O=C(N/N=C/c1cccc(OC(=O)c2cccs2)c1)c1cccs1	-2
COc1ccc(C)cc1-n1cnc2cc(C(=O)NC3CCCC3)ccc21	-7
Cc1cccc(NC(=O)CCn2nc(-c3ccccc3)c3ccccc3c2=O)c1	0
CCOC(=O)c1cnc2ccc(C)cc2c1Nc1ccc(OCc2ccccc2Cl)cc1	5
CCOC(=O)c1ccccc1NC(=O)c1cccc(C(=O)Nc2ccccc2C(=O)OCC)n1	-6
COc1ccc(CCNC(=O)CSc2cn(CCNC(=O)c3ccccc3F)c3ccccc23)cc1OC	-9
COc1ccc(C(NC(=O)Cn2nnnc2CN(C)C(C)C)c2ccncc2)cc1 (stereo not given)	1
O=C(COC(=O)c1cccc(NC(=O)c2ccc(Br)cc2)c1)c1ccc(Br)cc1	-1
CC(=O)N1c2ccccc2C(=O)C1Sc1nc2ccccc2o1 (stereo not given)	-5
CCC(=O)N1c2ccccc2CC1C(=O)NCc1cc(OC)ccc1OC (stereo not given)	-5
COc1ccccc1C(C)(C(C)=O)c1ccccc1OC	-4
COC(=O)c1ccc(Cl)cc1NC(=O)N(C)CCc1c(C)nn(C)c1C	3
CN(Cc1cccc2cnccc12)C(=O)CCn1nnnc1CN1CCOCC1	-3
CSCCc1n[nH]c2c1CN(S(=O)(=O)c1cn(C)c(C)n1)CC2	2

Next section
Molecule	ROC1-CUL1 inh
COc1ccccc1CNC(=O)CCCN1C(=O)CSc2c1c(C)nn2-c1ccccc1	-3
COc1ccc(C(=O)Oc2cc(C)ccc2C(C)C)cc1	-1
O=C(NCc1ccccn1)c1ccc(NS(=O)(=O)c2cccc(Cl)c2)cc1	3
CCn1c(C)nc(C(O)c2ccccc2)c1Cl (stereo not given)	-4
CCC(Sc1nc(C(C)C)cc(=O)[nH]1)C(=O)O (stereo not given)	0
O=C(Nc1cccc(C(F)(F)F)c1)C(Cc1ccc([N+](=O)[O-])cc1)N1C(=O)c2ccccc2C1=O (stereo not given)	-6
CCc1ccc(N2CCn3c2nc2c3c(=O)n(Cc3cccc(C)c3)c(=O)n2C)cc1	13
CC(C)N(C(=O)CSc1nc2ccc(Cl)cc2[nH]1)c1ccccc1	0
COc1c2c(c(OC)c3occc13)OC(C)(C)C=C2OC(C)=O	-11
COc1ccc(CCCC(=O)NCC(=O)N/N=C/c2ccc(I)o2)cc1	4
O=C(NC1CCCC1)c1coc(COc2ccc(F)cc2)n1	2
N#CC1CCCc2c1[nH]c1ccccc21 (stereo not given)	0
Cc1ccc(NC(=O)c2ccc(N/N=C/c3cccc(O)c3)c([N+](=O)[O-])c2)cc1	-1
O=C(/C=C\c1ccccc1)Nc1cccc(C(=O)NN2C(=O)c3ccccc3C2=O)c1	2
Cc1ccc(OCCOCCOc2ccc(Cl)cc2/C=C2\N=C(c3ccccc3)OC2=O)cc1	0
COC(=O)c1ccccc1NC(=O)N1CCc2c(sc3c2CCCC3)C1c1ccc(F)cc1 (stereo not given)	1
O=C(N/N=C/c1ccccn1)c1ccccc1N=Cc1ccccn1	-4
Cc1ccc2c(c1)N(CC(=O)N1CC(C)CC(C)C1)C(=O)CO2 (stereo not given)	2
COc1ccc(Nc2nc3c(S(=O)(=O)c4ccccc4)nnn3c3ccc(Cl)cc23)c(OC)c1	-11
O=C1C=NC=C(Cl)CN1c1ccncc1	13

Remaining list, next part
Molecule	ROC1-CUL1 inh
CC(C)C(=O)Nc1cccc(Br)c1	-2
CCc1ccccc1N=C1S/C(=C\c2ccc3c(c2)OCO3)C(=O)N1c1ccccc1CC	-15
OCCN(Cc1ccccc1)Cc1nc(Cc2ccccc2Cl)no1	0
O=C(c1cccn1-c1nnc(N2CCCC2)s1)N1CCN(c2ccc(F)cc2)CC1	-7
CC(/C=N/NC(=O)c1c(Br)cnn1C)=C\c1ccccc1	-1
CCCCCCCC1=NN2C(=N)/C(=C/c3ccc(OC)cc3)C(=O)N=C2S1	9
CCN1CC=C2C(C#N)C(=N)C(C#N)(C#N)C(c3cc(OC)c(OC)c(OC)c3)C2C1 (stereo not given)	-1
O=C(Cn1ncc2ccsc2c1=O)N1CCN(c2ccccc2F)CC1	3
CCC(C)Oc1ccc(C2CC(=O)NC3=C2C(=O)CCC3)cc1 (stereo not given)	-3
CCN1C(=O)/C(=C\c2ccc(OC)c(Cn3nc(C)cc3C)c2)SC1=S	-7
CCOc1ccc(N=C2NC(=O)/C(=C/c3cc(Br)c(OC)c(OC)c3)S2)cc1	9
COCCNC(=O)CCC(=O)NNc1nc2ccccc2c2nc(C)nn12	-2
Cc1cccc(C(CC(=O)NCC2(c3ccccc3)CCCC2)c2ccccc2)c1O (stereo not given)	3
CCOc1cc(C2C3=C(CC(c4ccc(Cl)cc4)CC3=O)N=C(C)C2C(=O)OCC(C)C)cc(Br)c1O (stereo not given)	-13
COc1ccccc1NC(=O)C1C2C=CC(C3CC23)C1C(=O)O (stereo not given)	-7
CC(C)c1ccc(NC(=O)c2ccc3c(c2)C(=O)N(Cc2cccnc2)C3=O)cc1	-4
COC(=O)C1CCCCN1Cc1nc(NCc2ccc(C)o2)c2ccccc2n1 (stereo not given)	-15
Cc1cc(C)c(S(=O)(=O)N2CCC(C)CC2)c(C)c1	1
C=CCNC(=O)c1cc2cccc(OC)c2o1	3
Cn1cnnc1SCC(=O)Nc1ccc(C#N)cc1	-1

2 entries picked at random from the list so far, as already listed:
Molecule	ROC1-CUL1 inh
COCCNC(=O)CCC(=O)NNc1nc2ccccc2c2nc(C)nn12	-2
CC(C)c1ccc(NC(=O)c2ccc3c(c2)C(=O)N(Cc2cccnc2)C3=O)cc1	-4

At a glance, some entries already given:
Molecule	ROC1-CUL1 inh
CCOc1cc(C2C3=C(CC(c4ccc(Cl)cc4)CC3=O)N=C(C)C2C(=O)OCC(C)C)cc(Br)c1O (stereo not given)	-13
COc1ccccc1NC(=O)C1C2C=CC(C3CC23)C1C(=O)O (stereo not given)	-7
CC(C)c1ccc(NC(=O)c2ccc3c(c2)C(=O)N(Cc2cccnc2)C3=O)cc1	-4
COC(=O)C1CCCCN1Cc1nc(NCc2ccc(C)o2)c2ccccc2n1 (stereo not given)	-15
Cc1cc(C)c(S(=O)(=O)N2CCC(C)CC2)c(C)c1	1
C=CCNC(=O)c1cc2cccc(OC)c2o1	3

The listing continues:
Molecule	ROC1-CUL1 inh
N#Cc1ccc(/C=N/Nc2nc3ccccc3s2)cc1	-17
COc1ccc(C(=O)Nc2ccc(C(=O)OCc3cc(=O)n4nc(C(C)C)sc4n3)cc2)cc1	-12
CC(=O)c1ccc(NC(=O)C2CC(=O)N(Cc3ccccc3)C2)cc1 (stereo not given)	1
Clc1ccc2c(c1)NC(c1ccncc1)=NC(c1cccs1)=N2	0
C/C(=N/OC(=O)c1ccc(-c2ccccc2)cc1)c1cccs1	-1
CCCCNC(=O)C1CCN(Cc2nc(-c3ccc(OC)c(OC)c3)oc2C)CC1	5
Cc1ccc(CN(C(=O)COc2cccc(Cl)c2)c2ccccn2)o1	13
Cc1cc(C)n(-c2ccc(Cl)cc2)c(=O)n1	-5
Cc1ccc(C)c(CN2C(=O)CSc3ccc(C(=O)NCCc4ccc(Cl)cc4)cc32)c1	2
COc1ccc(CCNC(=O)[C@@H]2C[C@H]2c2ccccc2)cc1OC	3
Cc1ccc(C(=O)OCC#CCSc2nc3ccccc3n2C)cc1	-2
Cc1nc2cc(-c3ccccc3)nn2c(C)c1CCC(=O)Nc1ccc(F)cc1F	3
COc1ccc(C2C3=C(CC(C)(C)CC3=O)N(c3ccccc3Cl)C(=N)C2C#N)cc1COc1ccc(F)cc1 (stereo not given)	-6
O=C(c1cccs1)N1CCCc2cc(NS(=O)(=O)c3cc(F)ccc3F)ccc21	2
Cc1cc([N+](=O)[O-])ccc1N=Nc1c(N)[nH]n(-c2ccccc2)c1=O	-5
COC(=O)C(CC(C)C)NC(=O)CSc1nnc2c(n1)[nH]c1ccccc12 (stereo not given)	3
Cc1ccc(C)c(Cn2c3ccccc3c3cnn(CC(=O)NCc4ccccc4)c(=O)c32)c1	1
CC1=Nc2nc(SCc3cccc(Cl)c3)nn2C(c2cccs2)C1C(=O)Nc1ccc(Cl)cc1 (stereo not given)	-3
COC(=O)C(NC(=O)c1cccc(F)c1)(Nc1ccc(Br)cn1)C(F)(F)F (stereo not given)	-6
CN(Cc1cn(C)nc1-c1cccc(Cl)c1)C1CCOCC1	8

Additional records
Molecule	ROC1-CUL1 inh
CCCC(C)NS(=O)(=O)c1cc(F)ccc1OC (stereo not given)	9
CCOc1ccc(-n2nc(CO)c(C(=O)NCc3cccc(OC)c3)n2)cc1	9
Cc1ccc(NC(=O)CSc2nc(-c3ccccc3Cl)nc3cc(=O)[nH]n23)c(C)c1	8
COc1ccc(C(=O)Nc2ccc3oc(-c4ccc(F)cc4)nc3c2)cc1Br	2
C=CCc1cccc2cc(C(N)=S)c(=N)oc12	-9
O=C(N/N=C/c1ccc(N2CCCCC2)o1)c1ccccc1	6
O=C(C1CC1(c1ccccc1)c1ccccc1)N1CCCCC1 (stereo not given)	0
CCNC(=S)NN1CCN(C2c3ccccc3-c3ccccc32)CC1	2
Cc1c(Cl)cccc1NC(=O)CN(CCc1ccccc1)S(=O)(=O)c1ccccc1	-2
Cc1sc2nc(-c3ccccc3)[nH]c(=O)c2c1C	7
CCOc1ccc(-n2c(C)nnc2SCc2cccc3ccccc23)cc1	3
CCC(COC)NC(=O)CN1Cc2cc(OC)ccc2OC(CC)C1 (stereo not given)	-1
COc1ccc(CSc2n[nH]c(C)n2)cc1Br	1
COc1ccc(CNC(=S)C(=O)Nc2ccc(F)cc2F)cc1	-2
Cc1ccc(NC(=O)C23CCC(C)(C(=O)C2)C3(C)C)cc1C (stereo not given)	3
CCCn1c2ccccc2c2cnn(CC(=O)Nc3ccc(C)cc3Br)c(=O)c21	-6
O=c1[nH]c(=O)n(CC2CCCO2)c2nccc(-c3ccccc3)c12 (stereo not given)	7
CN(C)S(=O)(=O)N1CCC(C(=O)Nc2ccccc2Sc2ccccc2)CC1	9
CCN(CC)S(=O)(=O)c1ccc(NC(=O)C(C)N(c2ccccc2)S(C)(=O)=O)cc1 (stereo not given)	-5
Cc1cc2nnc(SCc3ccc(F)cc3)n2c2ccccc12	1&-6
Cc1cccc(C(=O)NC(NCCOC23CC4CC(CC(C4)C2)C3)(C(F)(F)F)C(F)(F)F)c1	-4
CCOC(=O)c1ccc(NC(=O)c2csnn2)cc1	-13
COc1ccc(C)c2sc(N(Cc3cccnc3)C(=O)COc3ccccc3)nc12	5
Cc1ccc(Cl)cc1NC(=O)C1CCCN(S(=O)(=O)c2cccc3cccnc23)C1 (stereo not given)	-1
Cc1nc2ccccc2n1C(=O)c1ccc(Cl)cc1	-5
CCOCCc1nn2c(=O)cc(COC(=O)COc3ccc(C)c(C)c3)nc2s1	4
CCN(CC)c1nn2c(=O)c(C(=O)NCc3cccc(OC)c3OC)cnc2s1	-12
CCc1ccc(NC(=O)C2CCCN(S(=O)(=O)c3cccc4nonc34)C2)cc1 (stereo not given)	0
Cc1ccc(S(=O)(=O)N2CCN(Cc3cc(C(C)(C)c4ccccc4)ccc3O)CC2)cc1	-6
O=C(Nc1nnc(C(F)(F)F)s1)N1CCOc2ccc(Cl)cc2C1	0

Sorted by value in ROC1-CUL1 inh (falling): some entries from above
| Structure | ROC1-CUL1 inh |
| --- | --- |
| COc1cccc(CN2CCCC2C(=O)Nc2ccc(-c3cscn3)cc2)c1 (stereo not given) | 5 |
| COC(=O)C(CC(C)C)NC(=O)CSc1nnc2c(n1)[nH]c1ccccc12 (stereo not given) | 3 |
| COc1ccc(CSc2n[nH]c(C)n2)cc1Br | 1 |
| Cc1ccc(OCCOCCOc2ccc(Cl)cc2/C=C2\N=C(c3ccccc3)OC2=O)cc1 | 0 |

Next section.
Molecule	ROC1-CUL1 inh
CC/C(=N\NC(=O)CC12CC3CC(CC(C3)C1)C2)c1ccc(OCC(N)=O)cc1	2
CC1CN(S(=O)(=O)c2ccc(OC(F)(F)F)cc2)CC(C)O1 (stereo not given)	10
CSc1ccc(NC(=O)c2sc3nc(-c4ccc(F)cc4)ccc3c2N)cc1	-12
O=C1N(CCc2ccccc2)CCCC1(O)CNC1CCCCC1 (stereo not given)	-12
O=[N+]([O-])c1cccnc1-n1cnc2ccccc21	-2
O=C(c1cc2ccccc2o1)N1CCN(C(c2ccccc2)c2ccccc2)CC1	-8
O=C(C1Cc2ccccc2O1)N1CCc2[nH]nc(-c3ccc(F)c(F)c3)c2C1 (stereo not given)	4
COc1ccccc1NC(=O)C1C(C)=Nc2ncnn2C1c1ccc[nH]1 (stereo not given)	2
CCc1noc(C)c1C(=O)NC1CCCCC1	-4
CC(C)CNS(=O)(=O)c1ccc(CCC(=O)NC(C)C)cc1	-5
CC(C)Cc1nn2c(=O)cc(COC(=O)CNC(=O)c3ccc(C(C)(C)C)cc3)nc2s1	1
COc1cccc(Sc2ccccc2CN(C)C)c1	-2
COc1ccccc1-c1cc(C(=O)N/N=C/c2cnn(C)c2C)c2ccccc2n1	13
CC1(C)CC(NC(=O)NCc2ccco2)CC(C)(C)N1	3
O=C(Nc1cccc(C(F)(F)F)c1)c1ccc2snnc2c1	1
CC1(C)C(=O)C(C)(C)C12SC[C@H](c1ccccc1)C2(C#N)C#N	3
CC(=O)Nc1ccc(NC(=O)CSc2nccn2Cc2ccc3c(c2)OCO3)cc1	-8
COc1ccc(C(=O)COC(=O)c2cccs2)cc1Br	-2
O=C1N=C2CCCC(=O)C2C=C1c1nc(-c2cccc([N+](=O)[O-])c2)cs1 (stereo not given)	4

Assay outcomes from PubChem.
